# MC4R antagonist = blocks human MC4R cAMP signaling; P32245; MC4R-expressing cells, MTII-stimulated cAMP, LANCE TR-FRET; inhibition, % at 6.5 µM; 360,000 tested, 0.48% active; AID 540295;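 active = inhibition above its plate's cutoff, the mean of tested wells on that plate plus 3 SD, cut at about 29% in these data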;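 note: 0% = Melanotan II alone and 100% = Melanotan II plus saturating MCL0020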
# Target sequence (P32245 whole entry, looked up): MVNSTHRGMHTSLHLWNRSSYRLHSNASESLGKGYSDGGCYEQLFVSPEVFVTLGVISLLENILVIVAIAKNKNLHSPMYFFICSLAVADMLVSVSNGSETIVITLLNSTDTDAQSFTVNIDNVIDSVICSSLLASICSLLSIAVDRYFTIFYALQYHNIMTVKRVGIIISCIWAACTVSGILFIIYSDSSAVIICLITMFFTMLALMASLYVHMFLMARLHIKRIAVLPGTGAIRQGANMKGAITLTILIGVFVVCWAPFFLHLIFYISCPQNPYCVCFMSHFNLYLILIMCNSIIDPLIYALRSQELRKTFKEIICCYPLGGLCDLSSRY
#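 System: U2OS cells stably expressing human melanocortin 4 receptor (MC4R). Reagent: Melanotan II challenge after compound preincubation. Doses: 6.5 µM. Times: 30-min compound, 1-h challenge, 1-h detection, room temperature. Measured by: TR-FRET with Eu-cAMP and labeled anti-cAMP, 671 nm. Replicates: singlicate.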
# MC4R ag barr = agonists of human melanocortin 4 receptor (MC4R) beta-arrestin | 360,000 tested, 0.98% active | P32245 | U2OS MC4R beta-arrestin complementation, luminescence; percent of melanotan II response, DMSO zero | activation, % at 8.9 µM | AID 540308;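 active = activation above a per-plate cutoff, the mean activation of sample wells on that plate plus 3 SD, cut at about 8% in these data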
# aDG glyco act = alpha-DG glycosylation activation. Pro5-aDG cells, alpha-DG glycosylation AlphaScreen (IIH6); 0% Pro5, 100% B10-LARGE cell signal. activation, % at 10 µM. 360,000 tested, 0.22% active;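 active = activation of at least 8% versus controls, or a plate z-score of at least 8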;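 note: Pro5 are CHO cells carrying HIG-tagged alpha-DG that lacks glycosylation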
# N-glyco inh = blocks N-linked glycosylation in D54 reporter cells. D54 ERlucT glycosylation luciferase reporter, 24 h; percent of 100 nM tunicamycin response. reporter increase, % at 12.5 µM. 360,000 tested, 0.23% active;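 active = mean luciferase reporter signal, scaled so untreated is 0 and the glycosylation-blocking control 100, at or above a set limit in every replicate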;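 note: luciferase carries N-glycosylation sites so blocking glycosylation raises the light; 0% = median of neutral control wells and 100% = median of 100 nM tunicamycin wells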
# CaV13 FRET inh = Primary screen for inhibitors of IQ motif and Ca2+-dependent inactivation inhibitor domain binding in CACNA1D, Förster resonance energy transfer in living cells, …. HEK cells, CFP/YFP FRET ICDI-IQ, plate reader, 10 min; percent FRET-ratio fall versus neutral wells. inhibition, % at 12.3 µM. 340,000 tested, 0.098% active;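 active = mean replicate inhibition of at least 30% and at least 1% of replicates passing that level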;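 note: 0% = median of the neutral control wells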
# Vif imaging = blocks HIV Vif function. HEK293T cells, Vif self-association by quenched fluorescence, imaging, 24 h. 340,000 tested, 0.35% active. inhibition, % at 7.49 µM. AID 602346; in the data active = inhibition above about 50%, passing the limit was not always enough; note: some results filed as inactive read as strong as hits
# PDI turbidity = blocks human protein disulfide isomerase activity; P07237; PDI insulin aggregation turbidity, A650, 90 min; inhibition, % at 10 µM; 350,000 tested, 0.052% active; AID 588391;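 active = mean inhibition across replicates of 30% or more, whatever share of single replicates reach that level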;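 note: absorbance from insulin aggregation driven by PDI reduction with DTT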
# Target sequence (P07237 whole entry, looked up): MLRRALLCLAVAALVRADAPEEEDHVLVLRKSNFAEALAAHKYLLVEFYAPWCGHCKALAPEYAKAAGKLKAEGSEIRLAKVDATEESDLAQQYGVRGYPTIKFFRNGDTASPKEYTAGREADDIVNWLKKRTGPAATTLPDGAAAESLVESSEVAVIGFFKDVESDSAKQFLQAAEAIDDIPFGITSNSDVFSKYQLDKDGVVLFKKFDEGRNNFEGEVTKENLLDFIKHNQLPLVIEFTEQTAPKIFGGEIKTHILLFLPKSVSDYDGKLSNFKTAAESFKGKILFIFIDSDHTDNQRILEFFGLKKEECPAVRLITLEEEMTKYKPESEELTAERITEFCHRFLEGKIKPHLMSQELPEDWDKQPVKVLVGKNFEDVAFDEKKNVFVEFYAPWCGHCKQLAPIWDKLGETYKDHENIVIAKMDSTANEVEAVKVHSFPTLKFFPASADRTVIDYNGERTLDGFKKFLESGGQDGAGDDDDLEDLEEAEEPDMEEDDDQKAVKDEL
# ABCB6 inh MLPCN = inhibitors of human ABC transporter ABCB6; K562-ABCB6 porphyrin accumulation, flow cytometry, 1 h; hits give low values; 360,000 tested, 0.19% active; fluorescence ratio to DMSO, % at 10 µM;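 active = fluorescence ratio to DMSO below 75%, the collection mean minus 3 SD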;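 note: signal is porphyrin accumulated inside mitochondria; 100% equals median channel fluorescence of DMSO control wells; lower ratio means ABCB6 inhibition with less porphyrin fluorescence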
# H9c2 protect = modulators protecting cardiomyocytes from myocardial damage; H9c2 cardiomyocytes, H2O2 injury protection, ATPLite, 2 h; protection from H2O2 cell death, % at 20 µM; 360,000 tested, 0.63% active; AID 588492;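 active = compounds giving at least 50% protection of heart cells from peroxide-induced death in the single-dose screen, raw or plate-pattern-corrected value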;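 note: 0% = DMSO wells with peroxide and 100% = DMSO wells without peroxide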
# m5-HT2A agonist = activates the mouse 5-HT2A serotonin receptor | activation, % at 7.6 µM | P35363 | 360,000 tested, 0.66% active | CHO-K1 mHTR2A beta-arrestin complementation, luminescence; percent of 30 µM serotonin response | AID 624169;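 active = activation above a run cutoff, the mean activation of all tested compounds plus 3 SD, cut at about 14% in these data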;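 note: 0% = plate median of compound wells and 100% = 30 µM serotonin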
# * hit, by the source's call; . = not tested or not shown; & = joins results of further samples.
SMILES,MC4R antagonist,MC4R ag barr,aDG glyco act,N-glyco inh,CaV13 FRET inh,Vif imaging,PDI turbidity,ABCB6 inh MLPCN,H9c2 protect,m5-HT2A agonist
O=C(NCc1ccc(Cl)cc1)c1ccc(Cl)cc1[N+](=O)[O-],8,0.3,-0.2,-1,-8,0,-8,95,0,2
O=C(CNC(=O)C12CC3CC(CC(C3)C1)C2)N1CCCC(C(F)(F)F)C1 (stereo not drawn),2,-3.2,-0.3,1,-9,-6,2,93,12,7
Cc1ccc(-c2cc(C(=O)N3CC4(C)CC3CC(C)(C)C4)no2)cc1 (stereo not drawn),9,0.0,0.0,-3,-10,5,9,101,-11,-7
CC1CCN(S(=O)(=O)c2cccc(C(=O)Nc3ccccc3)c2)CC1,3,-2.9,0.0,0,4,-6,-9,97,-10,-1
COc1ccccc1CNc1nc2cc(-c3sccc3C)sc2c(=O)n1C,12,1.8,-0.3,-1,-11,3,-2,97,-14,5
CCOC(=O)CSc1cc(C)c(C#N)c2nc3ccccc3n12,12,-2.8,0.2,17,-2,-3,1,105,-20,0
CCOC(=O)c1nc(-c2ccccc2)oc1N1CCOCC1,8,-0.8,-0.1,-1,-3,-3,1,95,-7,1
COc1cc(/C=C2\SC(=Nc3ccccc3OC)NC2=O)ccc1O,-6,2.4,-0.2,0,-8,8,-1,101,8,8
COCCCNC(=S)N(Cc1ccccc1)Cc1ccccc1,2,0.0,-0.3,-5,-19,3,-4,102,-1,10
CCC(C)N1C(=S)SC(C)(C)C1N(O)C(=O)NC1CCCCC1 (stereo not drawn),-6,-0.5,0.1,-1,-4,-4,-1,95,2,-1
COC(=O)c1ccc(COc2cccc3c2CCN(Cc2cccc(C)c2)C3=O)o1,-8,1.7,1.5,-3,-19,-3,5,99,-7,-2
Cc1ccc(S(=O)(=O)CC(=O)Nc2cc(C)on2)cc1,6,-1.5,-0.1,2,-4,5,0,165,0,0
COCCNC(=O)CCc1c(C)nc2c(c(C)nn2-c2ccc(C)cc2)c1C,11,1.1,0.1,-6,-14,-3,-1,94,0,-2
C=CCON/C(CCC)=C1\C(=O)C(C(=O)OC)C(C)(C)CC1=NC (stereo not drawn),9,1.4,0.1,3,-2,-14,-1,104,6,3
CCCCCCCCCCCCCCCCCCNc1ccn(C2OC(COP(=O)(O)OCC3OC(n4cc(F)c(=O)[nH]c4=O)CC3O)C(O)C2O)c(=O)n1 (stereo not drawn),1,-1.6,0.0,35*,-6,12,-20,150,-2,-5
O=C(CSc1nnc(CNC(=O)c2cccs2)o1)NCc1ccc(F)cc1,-2,-1.2,0.1,0,.,13,-2,92,1,-1
COCCNC(=O)C1CC2Cn3c(nc4cc5ccccc5cc43)C2N1C (stereo not drawn),-2,-0.6,0.1,2,-13,4,3,96,9,4
Cc1ccc(NC(=O)Nc2nnc(-c3ccccc3)o2)cc1,-1,-1.6,0.0,1,-3,-1,-16,104,-1,7
CCCCn1nnnc1C1(C)CCC(=O)N1Cc1ccc(OC)cc1 (stereo not drawn),.,.,-0.1,.,-10,.,.,101,.,-1
O=C(CC1Sc2ccccc2NC1=O)OC(C(=O)NCCc1ccccc1)c1cccnc1 (stereo not drawn),12,-1.5,-0.2,1,.,2,-7,100,13,-5
O=C(Nc1cccc(S(=O)(=O)N2CCOCC2)c1)C1CC(=O)N(c2ccc3c(c2)OCCO3)C1 (stereo not drawn),4,0.8,-0.2,1,-2,10,3,85,5,2
COc1ccc(N2CCN(S(=O)(=O)c3c(C)[nH]c(C)c3C(=O)N3CCCC3)CC2)cc1,17,-4.5,0.1,-3,-6,-2,0,99,0,5
CCCCNC(=S)NNC(=O)c1csc2ccccc12,7,-1.4,0.5,0,-7,-7,-1,97,-4,-4
COc1ccc(CN2C(=O)C(CC(C)C)Nc3ncnc(N4CCN(c5ccccn5)CC4)c32)cc1 (stereo not drawn),0,-2.7,-0.3,-1,-13,3,10,97,6,-2
COc1ccc2c(C(=O)CN3CCC(C)CC3)c[nH]c2c1,7,-0.1,0.3,0,-7,16,0,105,4,-2
COc1ccccc1NC(=O)CN(Cc1ccco1)C(=O)c1cc2ccccc2o1,-2,-3.3,0.1,-1,.,-1,7,95,6,-3
O=C(c1ccco1)N1CCN(C(=O)c2ccc(-c3ccc(Cl)cc3)o2)CC1,2,-3.5,0.0,1,-13,0,-4,93,5,4
Fc1ccccc1Cc1noc(CN2CCC(OCc3cccnc3)CC2)n1,-2,-0.5,0.1,-1,-6,-1,-1,96,6,4
CC(C)C(=O)Nc1cccc(C(=O)NCc2ccc(S(N)(=O)=O)cc2)c1,18,-2.0,-0.3,3,-6,1,6,102,4,-7
O=C(c1ccc(Cl)c(S(=O)(=O)N2CCCCCC2)c1)N1CCN(c2ccccc2O)CC1,4,0.6,0.0,-1,5,-13,3,92,-8,3
O=C(O)C1CCN(C(=O)OCc2ccccc2)CC1,-2,-0.4,0.0,1,.,-5,2,101,-1,-4
COc1cccc(NC(=O)CN(C)CC(=O)c2c(N)n(Cc3ccccc3)c(=O)n(C)c2=O)c1,23,-1.6,1.7,-1,-5,0,7,94,31,6
O=C(CSc1nc2ncc(Cl)cc2[nH]1)NCC(=O)Nc1ccc(F)c(F)c1F,-3,0.4,-0.1,1,-15,5,-7,97,1,-2
CC1=C(C(=O)N(C)C)CC(CC(=O)NC(c2ccccc2)c2ccccc2)C(=O)N1CCCN1CCCC1=O (stereo not drawn),-1,1.2,0.0,-1,-5,-1,5,98,11,7
Cn1c(N)c(C(=O)COC(=O)c2cccc(S(=O)(=O)N3CCOCC3)c2)c(=O)n(C)c1=O,-4,-0.7,0.0,0,-6,2,-69,94,19,7
CC1(C)CC(=O)C2=C(C1)Nc1ncnn1C2c1ccccn1 (stereo not drawn),2,-0.9,-0.3,1,.,8,-2,95,4,-2
CC(NC(=O)COc1cccnc1[N+](=O)[O-])c1ccc(Cl)cc1 (stereo not drawn),5,1.4,0.0,1,-2,6,7,98,5,0
O=C(Nc1ccccc1N1CCCC1)c1cccc(F)c1,8,-0.8,-0.3,3,0,0,5,100,3,2
COc1ccc(Cl)cc1NC(=O)Nn1cnnc1,-9,-3.0,0.0,4,-4,-4,-9,93,0,2
CCCCCC(=O)Nc1ncc2c(n1)CC(c1cccs1)CC2=O (stereo not drawn),10,-1.6,0.0,0,-2,-1,1,99,-5,0
Cc1[nH]c(=O)[nH]c1C(=O)CCCCC(=O)OCC(=O)Nc1ccccn1,0,-1.0,-0.3,2,.,4,-2,96,3,-1
COc1cccc(NC(=O)c2cccnn2)c1,0,-0.6,0.0,2,-2,-7,-1,94,1,4
Cc1ccc(S(=O)(=O)NCCC(=O)N2CCN(c3cccc(Cl)c3)CC2)cc1C,-3,-0.3,0.1,1,-6,-1,0,102,-3,-1
O=C(NCCN1CCOCC1)C1CCN(c2nc3ccccc3o2)CC1,3,-2.2,0.3,1,-7,3,-4,102,7,-2
CCCCNC(=O)CCc1nc2cccnc2n1Cc1ccccc1,21,1.1,0.0,-1,-18,1,-3,107,6,4
Fc1ccccc1NC(=S)NCc1ccc2c(c1)OCO2,0,-2.5,0.2,5,-16,4,-4,93,1,0
O=C(CCCn1cc([N+](=O)[O-])cn1)NC1CCCCCC1,11,3.8,-0.1,2,-9,11,-3,97,6,6
CCNC(=S)N(CCc1c(C)[nH]c2ccccc12)Cc1cccnc1,12,-0.5,0.0,-2,-4,-18,3,94,-2,6
OC(CCN1CCCCC1)(c1ccccc1)c1ccccc1,11,-1.3,-0.2,0,-5,7,3,91,-2,-6
CN1C2CCC1CC(NC(=O)c1ccc([N+](=O)[O-])cc1)C2 (stereo not drawn),3,-0.7,0.1,1,-21,-3,2,100,2,1
N#Cc1ccc(COC(=O)CSc2nnc(C3CCCCC3)n2N)cc1,1,-2.2,0.0,1,-3,-2,3,99,-1,-1
Cc1cc(C)c([N+](=O)[O-])cc1NC(=O)CCS(=O)(=O)c1ccccc1,-1,1.6,0.1,0,7,-17,7,96,8,-1
O=C(NCCc1ccccc1)c1c(F)cccc1F,10,0.0,0.1,-5,7,15,16,101,0,-2
CCc1ccc(C(O)c2ncc(-c3ccc(C(F)(F)F)cc3)[nH]2)cc1 (stereo not drawn),15,9.2*,-0.1,0,-7,4,-4,96,-19,-2
COc1ccc(OC)c(Cc2nnc(CCC(=O)NC(C3CC3)C3CC3)o2)c1,3,0.5,-0.6,4,1,17,4,105,8,2
CCN(C(=O)COC(=O)c1ccc(C)c(S(=O)(=O)N2CCOCC2)c1)C1CCS(=O)(=O)C1 (stereo not drawn),2,1.1,0.0,3,-7,20,-3,104,5,-5
O=C(CSCc1ccc(Br)cc1)N=Nc1c(O)[nH]c2ccccc12,0,0.7,-0.2,2,0,6,2,101,12,-6
COc1ccc2cc(C(c3nnnn3CCc3ccccc3)N3CCCC(C)C3)c(=O)[nH]c2c1 (stereo not drawn),17,1.2,0.0,-1,-8,3,-1,102,3,2
CCOC(=O)N(C)C[C@H]1OCc2cnnn2CCCC(=O)N([C@H](C)CO)C[C@H]1C,2,-1.4,0.2,1,-3,-4,-3,95,0,2
CC1(C(=O)Nc2cccnc2)Cc2c(-c3ccc4c(c3)OCO4)ccnc2O1 (stereo not drawn),2,2.0,0.0,1,-5,-2,-33,94,44,3
# Next section:
SMILES,MC4R antagonist,MC4R ag barr,aDG glyco act,N-glyco inh,CaV13 FRET inh,Vif imaging,PDI turbidity,ABCB6 inh MLPCN,H9c2 protect,m5-HT2A agonist
CCC(C)Sc1ccc(-c2nc3cnccn3c2NC2CCCCC2)cc1 (stereo not drawn),5,0.1,2.5&0.6,-6,-17&-25,9,13,131&116,-9,6&-6
Cc1cccc(OCCn2cc(/C=N/NC(=O)c3ccncc3)c3ccccc32)c1,9,-1.2,1.0,-1,-8,11,2,94,31,3
CC1(C)C(=O)NCCN1C(=O)CSc1nccc(-c2ccc(Br)cc2)n1,-4,-0.8,0.5,9,.,-4,21,103,4,0
O=C1/C(=C/c2cccs2)SC(=S)N1N1CCOCC1,1,4.7,-0.2,0,0,-7,11,98,-3,1
COCCN(CCOC)C(=O)c1cc2sc3ccccc3c2s1,6,0.3,0.2,-1,-9,-1,-9,96,-1,-3
Cc1ccc(NC(=O)C2(C)CCCN(C(C)C)C2)cc1C (stereo not drawn),-1,0.7,0.1,0,-4,2,1,98,1,5

# Structural class, the compounds so far with a cyano group.
SMILES,MC4R antagonist,MC4R ag barr,aDG glyco act,N-glyco inh,CaV13 FRET inh,Vif imaging,PDI turbidity,ABCB6 inh MLPCN,H9c2 protect,m5-HT2A agonist
CCOC(=O)CSc1cc(C)c(C#N)c2nc3ccccc3n12,12,-2.8,0.2,17,-2,-3,1,105,-20,0
N#Cc1ccc(COC(=O)CSc2nnc(C3CCCCC3)n2N)cc1,1,-2.2,0.0,1,-3,-2,3,99,-1,-1

# Source: PubChem BioAssay
